PPARg SRC-3 ag – agonists of human PPARgamma SRC-3 coactivator recruitment; AID 731; P37231; activation, % at 8 µM; biochemical PPARgamma/SRC-3 coactivator recruitment assay; 200,000 compounds, 0.26% hits; in the data active = activation above about 23%;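 also: 0% = DMSO and 100% = reference agonist; some compounds past the cut are filed as inactive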
Target sequence (P37231 whole entry, looked up): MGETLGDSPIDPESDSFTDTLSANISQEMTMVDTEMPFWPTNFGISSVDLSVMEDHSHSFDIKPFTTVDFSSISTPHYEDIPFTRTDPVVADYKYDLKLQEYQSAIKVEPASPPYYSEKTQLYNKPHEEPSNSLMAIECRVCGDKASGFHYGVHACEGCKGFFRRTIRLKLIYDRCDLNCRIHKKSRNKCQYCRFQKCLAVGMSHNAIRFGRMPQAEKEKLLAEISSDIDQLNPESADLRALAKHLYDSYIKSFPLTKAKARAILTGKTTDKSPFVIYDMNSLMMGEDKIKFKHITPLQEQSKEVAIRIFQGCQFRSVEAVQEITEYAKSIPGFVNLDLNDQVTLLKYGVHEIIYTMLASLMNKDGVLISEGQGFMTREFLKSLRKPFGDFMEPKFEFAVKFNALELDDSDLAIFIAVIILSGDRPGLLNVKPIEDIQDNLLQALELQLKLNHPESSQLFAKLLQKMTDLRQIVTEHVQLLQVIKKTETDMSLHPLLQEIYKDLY
PMI act hi M6P – increases human PMI activity with near-saturating mannose 6-phosphate. P34949. coupled PMI enzyme assay, resazurin fluorescence, 20 min; stronger effect = higher value; 1 = untreated enzyme, 0 = substrate-free blank. 190,000 compounds, 0.34% hits. activation factor at 20 µM;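 active = activation factor of 2 or more at 20 µM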
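assay system = human phosphomannose isomerase with PGI, G6PDH, diaphorase coupling enzymes | quantity = 15 ng/mL PMI | incubation = enzyme reaction with compound 20 min at room temperature | medium = HEPES pH 7.4 buffer with MgCl2 and Tween-20 | compound dosing = one concentration, 20 µM, in 1% DMSO | measured by = Diaphorase-driven resazurin-to-resorufin fluorescence, excitation 544, emission 590 nm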
PPARg SRC-2 ag – promotes SRC-2 coactivator recruitment by human PPARgamma. PPARgamma LBD-SRC-2 recruitment, biochemical. AID 1032. P37231. 200,000 compounds, 0.34% hits. activation, % at 8 µM; in the data active = activation above about 22%;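 also: 0% = vehicle and 100% = reference agonist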
Diaph act CS – activates diaphorase or chemically reduces, flagging diaphorase assay artifacts; 190,000 compounds, 0.005% hits; AID 1229; Diaphorase/resazurin coupled assay, resorufin fluorescence, 16 min; stronger effect = higher value; 1 = vehicle wells, 0 = NADH-free wells; activation factor at 20 µM;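 active = diaphorase activity raised at least twofold by the compound at 20 µM; inactive = activation factor below 2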
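Material: purified diaphorase enzyme from Clostridium kluyveri; Also added: 0.114 mM NADH and 0.1 mM resazurin, final amounts; Doses: single compound dose of 20 µM, 1% DMSO final; Times: 16 min enzyme reaction, ambient temperature; Detection: resorufin fluorescence, excitation 544 nm, emission 590 nm; Measure: increased resorufin signal from activators or reducing compounds.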
G6PDH CS – counter-screen for G6PDH assay hits: L. mesenteroides G6PDH inhibition. Purified L. mesenteroides G6PDH, diaphorase/resazurin coupled fluorescence, 45 min. inhibition, % at 5 µM. 200,000 compounds, 0.12% hits; in the data active = inhibition above about 50%
TR-FRET SRC-2 ct – counter-screen for PPARgamma SRC-2 recruitment agonists: TR-FRET artefact; AID 1049; 200,000 compounds, 0.4% hits; TR-FRET ratio at 8 µM; stronger effect = higher value; in the data active = TR-FRET ratio above about 2000; also: inactives centre near 1500
Diaph inh CS – counter-screen for diaphorase-based assays: diaphorase inhibitors and chemical oxidizers; inhibition, % at 20 µM; diaphorase resazurin-to-resorufin fluorescence, NADH, 16 min; bacterial (C. kluyveri) enzyme, not human; 190,000 compounds, 0.69% hits; AID 1217;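 active = primary screen inhibition at 20 µM above a set limit, cut at about 50% in these data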;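 also: plate controls were DMSO with full reaction for no effect and wells lacking NADH for full effect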
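System: Diaphorase enzyme from Clostridium kluyveri | Amount: Enzyme working solution with 0.14 U/mL diaphorase | Benchmarks: No-NADH positive control and DMSO neutral control | Signal: Fluorescence of resorufin formed from resazurin, Ex 544/Em 590 nm | Schedule: 16-min room-temperature incubation before reading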
S1P3 antagonist – blocks the human S1P3 receptor. Q99500. CHO S1P3 NFAT-BLA reporter, FRET fluorescence, antagonist mode. inhibition, % at 4.98 µM. 170,000 compounds, 0.27% hits;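 active = inhibition above the plate cutoff, the mean inhibition of test wells on that plate plus 3 SD, cut at about 28% in these data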;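 also: cells challenged with S1P at its EC80 of 0.8 µM; blue over green emission ratio from cleaved BLA substrate after 4 h stimulation; 0% = S1P-stimulated wells and 100% = unstimulated DMSO-only wells; some compounds past the cut are filed as inactive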
Target sequence (Q99500 whole entry, looked up): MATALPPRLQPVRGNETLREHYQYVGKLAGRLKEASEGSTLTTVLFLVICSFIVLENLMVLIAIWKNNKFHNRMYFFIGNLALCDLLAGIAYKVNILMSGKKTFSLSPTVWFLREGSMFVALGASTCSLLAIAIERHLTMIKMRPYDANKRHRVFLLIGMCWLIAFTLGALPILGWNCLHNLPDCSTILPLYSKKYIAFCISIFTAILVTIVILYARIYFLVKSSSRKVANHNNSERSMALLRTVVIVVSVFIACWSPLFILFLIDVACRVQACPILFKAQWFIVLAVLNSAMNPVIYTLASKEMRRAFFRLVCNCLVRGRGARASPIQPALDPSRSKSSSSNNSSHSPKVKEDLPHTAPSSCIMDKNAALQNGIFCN
PMI activator – increases human mannose-6-phosphate isomerase activity | purified human PMI, coupled resazurin fluorescence, 20 min; stronger effect = higher value; 1 = vehicle control, 0 substrate-free wells | 190,000 compounds, 0.005% hits | activation factor at 20 µM | P34949;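 active = activation factor of 2 or more at 20 µM, relative to plate controls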
ROMK primary – human ROMK K+ channel modulation, primary screen. P48048. Tet-inducible ROMK, thallium flux fluorescence; actives lie on both sides. B-score at 10 µM. 130,000 compounds, 2% hits. AID 1918;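 active = signal ratio slope over the read window, or its plate-corrected B-score, at least 3 SD from the plate mean, either direction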;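 also: B-score of the F/F0 ratio slope over 7 to 12 s after thallium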
PPARg SRC1 recr – PPARgamma-driven SRC-1 recruitment agonism | P37231 | PPARgamma-SRC-1 coactivator recruitment biochemical assay | activation, % at 8 µM | 200,000 compounds, 0.41% hits | AID 631; in the data active = activation above about 19%;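 also: 0% = DMSO and 100% = reference agonist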
* = called active by the depositor; x = no result given. Rows were taken by chance. About 3.3% of those tested had a hit in this group.

SMILES	PPARg SRC-3 ag	PMI act hi M6P	PPARg SRC-2 ag	Diaph act CS	G6PDH CS	TR-FRET SRC-2 ct	Diaph inh CS	S1P3 antagonist	PMI activator	ROMK primary	PPARg SRC1 recr
CCCC(=O)Nc1ccc(NC(=O)c2ccccc2OC)cn1	12.1	1	2.0	1	3.6	1606	-3.9	x	1.1	x	10.5
O=C(Nc1ccc2c(c1)OCCO2)c1cnccn1	-0.9	1	5.0	0.9	2.1	1517	12.1	x	0.9	x	6.3
CC(=O)c1sc(N/N=C\c2cccc(Br)c2)nc1C	4.6	0.8	7.6	0.9	18.1	1592	10.5	0.0	0.8	-0.331	11.8
O=C(NC(NC(=S)Nc1cc(Cl)ccc1Cl)C(Cl)(Cl)Cl)c1ccco1 (stereo not given)	5.2	0.9	9.7	0.8	3.7	1469	16.5	x	0.8	x	9.0
OCCN=c1cc(-c2ccccc2)oc2ccc(Cl)cc12	-0.5	1.1	-0.3	1.1	2.4	1471	-8.0	x	1.1	x	1.2
O=[N+]([O-])c1cncc([N+](=O)[O-])c1Nc1ccccc1Cl	2.3	0.9	0.5	0.8	3.7	1684	15.8	-17.9	1.1	-0.000164	3.6
Cc1nn(CC(=O)Nc2ccccn2)c(C)c1Br	-0.9	1.1	4.5	1	8.8	1229	-1.1	-1.5	1.1	-1.69	8.3
Cc1nc2c3cnn(-c4ccccc4)c3ncn2n1	-8.0	1	-1.8	0.9	-38.0	1458	8.4	-57.9	1	0.781	-7.7
CCOc1cc(/C=N/NC(=O)c2cccc([N+](=O)[O-])c2)ccc1OS(=O)(=O)c1ccccc1	2.9	1	0.3	0.9	2.2	1508	10.1	x	1	-0.247	7.2
CC1CCN(S(=O)(=O)c2ccc3c(c2)c(=O)c(C(=O)N2CCCCC2)cn3C)CC1	3.4	1.1	4.5	1.2	6.7	1641	-15.5	-6.7	1.2	x	8.4
Cc1ccc(S(=O)(=O)N2CCC(NC(=O)OC(C)C)CC2)cc1	-1.7	1	-7.1	0.9	-3.9	1443	8.7	-5.3	1	0.48	0.4
Cc1ccc(NC(=S)N2CCn3cccc3C2c2cccnc2)cc1 (stereo not given)	-2.5	0.8	-1.8	0.8	4.9	1385	23.1	-10.9	0.9	x	-0.4
Cc1[nH]nc2c1C(c1cccs1)C(C#N)=C(N)O2 (stereo not given)	0.5	1.1	3.9	1	8.6	1391	0.0	-4.5	1.1	-1.42	3.4
O=C(N/N=C/c1cc([N+](=O)[O-])ccc1N1CCCCCC1)c1ccccn1	-5.2	0.9	-11.6	0.7	-6.4	1496	28.6	-15.3	0.9	-0.102	2.8
CC(C)(C)C(=O)Cn1c(NCCCO)nc2ccccc21	-2.5	1.1	-8.4	0.9	-3.3	1393	8.0	-24.7	1.1	-0.263	-1.9
O=C(CCC(=O)OCC(=O)c1ccccc1)Nc1cccc2cccnc12	-0.2	1	1.3	0.9	5.0	1600	7.3	x	1	x	-2.9
Cc1ccc(OC(=O)c2ccc3nc(C)sc3c2)cc1	20.1	1	12.7	0.9	10.0	1790	6.7	-1.2	1	-0.079	7.8
COC(=O)CCn1nnc(-c2ccc(C)cc2)n1	0.1	0.8	0.8	0.8	5.5	1698	19.2	-27.4	0.8	x	4.2
Cc1ccc(/C=C/C(=O)NCc2ccncc2)cc1	0.1	1	4.1	0.9	-5.7	1618	8.4	-5.1	0.9	0.918	4.1
Nc1nc(SCC(=O)Nc2ccc(S(N)(=O)=O)cc2)n[nH]1	-2.0	1	-8.2	0.9	6.9	1382	6.4	-19.3	1	0.286	-5.0
CCc1cccc(C)c1NC(=S)NCC(c1cccnc1)N(C)C (stereo not given)	1.9	1	10.7	0.9	6.7	1584	8.3	5.6	0.9	-0.292	7.2
CSc1ccc(S(=O)(=O)NCc2ccc(Cl)cc2Cl)cc1	-3.5	0.9	-7.9	0.7	3.2	1289	27.6	x	0.8	-0.0957	-5.6
O=C(Nc1cc(=O)[nH]c(=O)[nH]1)c1cccc(Br)c1	0.6	1	6.7	0.9	6.9	1662	10.5	-16.6	1	2.07	6.2
Cc1cccc(C2=NNC(=O)C(c3ccc(Cl)cc3)C2)c1 (stereo not given)	1.6	0.9	-8.0	1	2.3	1432	1.4	-8.9	0.8	-1.53	-3.4
CCN1C=C(Cc2ccccc2C)C2=C(C1)C(c1ccccc1C)C(C#N)=C(N)O2 (stereo not given)	9.9	1.1	10.0	1	7.3	1541	-4.2	x	1.1	-1.11	-0.8
COc1ccc(CC(=O)Nc2nnc(-c3cccc([N+](=O)[O-])c3)s2)cc1	0.2	1.1	7.6	0.9	15.5	1677	9.3	-7.0	1.1	-0.287	-1.0
Cc1nnc(C)c2c(C)n(-c3cccc4cccnc34)c(C)c12	-3.8	x	-1.4	x	10.9	1695	x	-8.4	x	0.169	-8.6
O=C(NCCCn1ccnc1)c1ccc(Cl)cc1[N+](=O)[O-]	3.9	0.9	-3.9	1	7.9	1669	3.7	3.1	0.9	0.0479	3.1
O=C(Nc1nc2ccccc2[nH]1)c1cccs1	0.8	0.8	3.6	0.8	7.5	1558	17.3	-1.9	0.9	1.38	5.2
Cc1ccc(C(=O)C(OC(=O)CN2C(=O)c3ccccc3C2=O)c2ccccc2)cc1C (stereo not given)	-4.2	0.9	7.1	0.8	4.7	1596	17.1	x	0.9	0.983	-0.6
CCN(Cc1ccccc1)C(=O)CSc1nc(C)cc(=O)[nH]1	5.2	1.1	0.1	0.9	8.1	1500	5.1	3.6	1.1	0.199	8.7
CCN1CCN(C(=O)CN(c2ccccc2C)S(C)(=O)=O)CC1	-4.8	0.9	-3.3	0.8	-2.9	1486	15.9	-18.2	0.9	-0.231	-6.7
O=C(/C=C/c1ccccc1[N+](=O)[O-])NC1CCCC1	7.4	0.9	14.7	0.9	5.6	1606	13.7	0.0	1	-0.893	5.9
Cc1ccc(N(C=NC#N)CC(=O)N2CCN(c3ccccc3)CC2)cc1	8.2	1	-0.4	0.9	8.4	1356	8.9	9.0	0.9	-1.42	2.0
O=C(NC1CCCc2ccccc21)c1cc(S(=O)(=O)N2CCOCC2)ccc1F (stereo not given)	2.2	1.1	4.3	1	3.7	1442	-1.4	-17.9	1.1	-1.01	-4.2
O=C(CSc1nc2cccnc2n1Cc1ccccc1)NCc1ccco1	-1.1	0.9	6.8	0.9	12.6	1407	13.3	8.6	0.8	0.344	34.3*

Continued; the last six above are carried over.
SMILES	PPARg SRC-3 ag	PMI act hi M6P	PPARg SRC-2 ag	Diaph act CS	G6PDH CS	TR-FRET SRC-2 ct	Diaph inh CS	S1P3 antagonist	PMI activator	ROMK primary	PPARg SRC1 recr
CCN(Cc1ccccc1)C(=O)CSc1nc(C)cc(=O)[nH]1	5.2	1.1	0.1	0.9	8.1	1500	5.1	3.6	1.1	0.199	8.7
CCN1CCN(C(=O)CN(c2ccccc2C)S(C)(=O)=O)CC1	-4.8	0.9	-3.3	0.8	-2.9	1486	15.9	-18.2	0.9	-0.231	-6.7
O=C(/C=C/c1ccccc1[N+](=O)[O-])NC1CCCC1	7.4	0.9	14.7	0.9	5.6	1606	13.7	0.0	1	-0.893	5.9
Cc1ccc(N(C=NC#N)CC(=O)N2CCN(c3ccccc3)CC2)cc1	8.2	1	-0.4	0.9	8.4	1356	8.9	9.0	0.9	-1.42	2.0
O=C(NC1CCCc2ccccc21)c1cc(S(=O)(=O)N2CCOCC2)ccc1F (stereo not given)	2.2	1.1	4.3	1	3.7	1442	-1.4	-17.9	1.1	-1.01	-4.2
O=C(CSc1nc2cccnc2n1Cc1ccccc1)NCc1ccco1	-1.1	0.9	6.8	0.9	12.6	1407	13.3	8.6	0.8	0.344	34.3*
O=C(CSc1ccc(-c2ccco2)nn1)NCCc1ccccc1	4.1	1.1	1.4	1	6.7	1718	-0.8	-15.1	1.3	-0.0232	-7.2
COc1cc(OC)c(-c2nn3c(C4CCCCC4)nnc3s2)cc1OC	-2.3	0.9	4.2	0.8	-51.8	1549	19.0	22.1	0.9	x	-2.4
COc1cccc(C(=O)Oc2cc3c4c(c2)C(C)=CC(C)(C)N4C(=O)C3=O)c1	5.7	0.8	4.0	0.9	8.7	1727	12.5	x	0.8	x	2.9
CCO[C@H]1OC(C(=O)NCc2nc3ccccc3[nH]2)=C[C@@H](C)[C@@H]1CCCO	1.8	1	-0.8	1	8.7	1548	2.1	5.2	1	x	1.1
O=C(CCSc1nnc(-c2ccco2)o1)Nc1ccc(Cl)cc1	0.0	1.1	4.2	1	-2.2	1796	0.2	1.7	1	x	3.2
CCCCCCC1(C)NC(=S)N(c2ccccc2)N1 (stereo not given)	5.2	3*	4.0	0.9	3.1	1569	7.3	15.1	1.9	0.373	5.9
Cn1c(CNC(=O)c2ccccc2F)nnc1SCc1ccc(F)cc1	0.5	1.2	-0.6	1.1	10.4	1537	-13.3	-13.8	1.2	0.622	-9.0
Cc1ccccc1NC(=S)N/N=C/C(C)c1ccccc1 (stereo not given)	1.1	1.1	8.4	0.8	-5.8	1589	22.6	-12.5	1.2	-0.864	1.1
O=C(O)/C(=C\c1cccc(F)c1)c1ccc(S(=O)(=O)N2CCCCC2)s1	1.5	1.1	-0.4	0.9	15.2	1588	7.9	-8.6	1.2	x	-5.7
COCCn1c(SCCCC(=O)c2ccc(Br)cc2)nnc1-c1ccncc1	8.9	1	11.7	0.9	0.2	1499	14.7	x	1.1	-2.28	4.8
CCCN(CCC)CCCn1c(=O)[nH]c2ccccc21	-1.4	0.9	0.4	1	1.8	1609	1.1	-10.1	1	-0.148	3.5
Cc1cccc(CN(CC(=O)N/N=C/c2cccs2)S(=O)(=O)c2ccc(Cl)cc2)c1	-2.4	0.8	6.5	0.8	9.9	1598	22.6	x	0.7	x	5.0
c1ccc(Nc2nc(NCC3CCCO3)c3ccccc3n2)cc1 (stereo not given)	-3.9	1	0.0	1	-10.2	1427	-1.4	3.5	1.1	-1.74	-5.8
Cc1ccc(C)c(S(=O)(=O)N2CCN(C(=O)c3cnccn3)CC2)c1	-6.4	1	2.9	0.9	5.0	1638	8.7	x	1.1	x	-1.8

Screening results as filed in PubChem.
